Giardia FBPA inh: blocks Giardia fructose-bisphosphate aldolase activity | A8B2U2 | purified Giardia FBPA | Potency, µM (highest dose often 59.6 µM), for the others: at the highest dose activity, negative = inhibition, usual class: inhibitors | 290,000 compounds, 0.71% hits | AID 2451; active = well fitted inhibition curve with a large enough effect; inconclusive = small, poorly fitted or top-dose-only effect, or effect the other way; also: nearly all actives have a fitted effect of over 55% in size
Target sequence (A8B2U2 whole entry, looked up): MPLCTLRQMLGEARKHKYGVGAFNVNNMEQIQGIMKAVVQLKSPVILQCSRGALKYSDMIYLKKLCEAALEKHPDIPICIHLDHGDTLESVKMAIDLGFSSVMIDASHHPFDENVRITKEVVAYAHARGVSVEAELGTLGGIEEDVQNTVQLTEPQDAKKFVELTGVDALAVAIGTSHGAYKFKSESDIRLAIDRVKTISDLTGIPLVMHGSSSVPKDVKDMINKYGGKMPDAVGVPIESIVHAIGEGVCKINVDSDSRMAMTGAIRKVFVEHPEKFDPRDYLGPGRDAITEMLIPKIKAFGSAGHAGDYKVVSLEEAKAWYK
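Giardia FBPA (40 nM reagent) was preincubated 10 min at RT with compound (up to 57.5 uM final), then substrate plus GAPDH/TPI/NAD/arsenate coupling system with diaphorase/resazurin was added; resorufin fluorescence (525/598 nm) was read after 20 min.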
Active calls of the source: *; ? = inconclusive; & = joins results of further samples; [ ] = remark or other dose. % is scaled to controls: 0 for no effect and ±100 for the full control effect; potency is read from the fitted curve at half-maximal effect. Only part of the results is shown; rates above refer to the full screens.

SMILES	Giardia FBPA inh
CN(C)c1ccc(-c2nc(N(C)C)c3ccccc3n2)cc1	-25%
N[C@@H](CCP(=O)(O)O)C(=O)O	-1%
COC(=O)c1ccc(C(/C=C/[C@@H](C)C(=O)NCCN2CCCC2)NC(=O)OCc2ccccc2)cc1 (stereo partly specified)	5%
Cc1nc2cnc(N3CCOCC3)nc2n(C[C@H]2CCCO2)c1=O	4%
COC(=O)N1C(C)=Cc2ccccc2C1C/C(C)=C/C(C)=O (stereo unspecified)	-1%
C[C@H]1Cc2c(COc3ccccc3)nc3c(c2CO1)CN(C(=O)c1cccnc1)CC3	4%[12.9 µM]
COC(=O)C/C=C\[C@@H](C)[C@@H](CO)NS(=O)(=O)c1ccc(C)cc1	0%[12.9 µM]
O=C1[C@H]2[C@H]3[C@H](O)[C@H](O)C/C(=N/OCc4ccccc4)[C@H]3CC[C@@H]2C(=O)N1C1CCCCC1	3%[12.9 µM]
c1ccc2sc(C3(N4CCCCC4)CCCCC3)cc2c1	1%&4%
CC(C)c1ccc(Cn2ccc3c4c(N)nc(NC5CC5)nc4ccc32)cc1	-24%
COC(=O)CCC(=O)OC1(C)C(=O)C2=CN(c3ccccc3)C(c3ccc(OC)cc3)=CC2=C(Br)C1=O (stereo unspecified)	?
O=C(c1cccc(F)c1)N1CCC2(CC1)CN(c1ccccn1)C2	-1%
COc1ccc2nccc(C(=O)O)c2c1	-2%[21.7 µM]
C=C/C1=C/Cc2ccccc2C(C[N+](=O)[O-])C(C(=O)OC)(C(=O)OC)C1 (stereo unspecified)	1%[12.9 µM]
COC(=O)[C@H](CCSC)NC(=O)C/C=C\[C@@H](C)CO	1%[12.9 µM]
O=C1C[C@@H](O)[C@@H](O)[C@H]2[C@@H]3C(=O)N(Cc4ccc5c(c4)OCO5)C(=O)[C@@H]3CC[C@H]12	0%&3%[12.9 µM]
COc1cccc(Cn2c(=O)c(C)nc3cnc(N4CCNCC4)nc32)c1	1%
COc1cc(C)c2c(=O)cc(-c3ccccc3)oc2c1	0%
O=C(c1cnccn1)N1CCC2(CCN(Cc3cc(C(F)(F)F)cc(C(F)(F)F)c3)CC2)CC1	-7%
CC(=O)c1cc2c(cc1O)OC(C)(C)C=C2	6%
Cc1cc(O)c(C)c(O)c1C(=O)O	-10%
O=c1[nH]c(=O)c2nc(Br)n(C3OC(CO)C(O)C3O)c2[nH]1 (stereo unspecified)	-5%
COC(=O)[C@@H]1[C@@H](O)[C@@]2(O)c3c(OC)cc(OC)cc3O[C@@]2(c2ccc(OC)cc2)[C@H]1c1ccccc1	1%[12.9 µM]
O=C(Oc1ccccc1)N1CCC2(CCCN(c3ncccn3)C2)CC1	-7%
CCOC(=O)C1=C[C@@]2(CC)CCCN3CCc4c(n1c1ccccc41)C32 (stereo partly specified)	0%
COc1ccc(NC(=O)N2CC[C@@]3(CCCN(C(=O)c4ccc(OC)cc4)C3)C2)cc1	-3%
O=C1O/C(=C/Br)CCC1c1cccc2ccccc12 (stereo unspecified)	4%
N#CCCn1c(=O)c(-c2ccccc2)nc2cnc(N3CCNCC3)nc21	0%
COC(=O)N1CCC2(CC1)CN(c1ccc(-c3ccccc3)cc1)C2	-6%
O=c1ccc2[nH]cc(C3=CCNCC3)c2[nH]1	?
CCN1C[C@@]2(COC)CC[C@H](OC)[C@]34[C@@H]1[C@]1(OCO[C@@]15C[C@@H](OC)C1C[C@H]3[C@H]5[C@@H]1OC)[C@H](O)[C@@H]24	0%[21.7 µM]
CCN(CC)CCCC(C)n1c(-c2ccccc2)nc2c(NCCO)nc(C)nc21 (stereo unspecified)	1%
O=S(=O)(c1ccccc1)N1CCC2(CCCN(c3ccccn3)C2)CC1	-3%
CC(=O)OCC1OC(c2cc(C)cc(C)c2)C=CC1OC(C)=O (stereo unspecified)	-1%[12.9 µM]
O=C1C[C@@H](O)[C@@H](O)[C@@H]2[C@H]3C(=O)N(c4ccc(F)cc4F)C(=O)[C@@H]3CC[C@@H]12	2%[12.9 µM]
O=C(O)CC/C=C\CC[C@H]1[C@@H](N2CCCCC2)[C@@H](O)C[C@@H]1OCc1ccc(-c2ccccc2)cc1	17%
COC(=O)[C@@H]1[C@@H](O)[C@]2(O)c3ccccc3O[C@]2(c2ccccc2)[C@H]1c1ccccc1	-2%[12.9 µM]
COC(=O)c1ccc(C(NC(=O)OCc2ccccc2)/C(=C/[C@@H](C)C(=O)N[C@@H](CO)Cc2ccccc2)c2cccnc2)cc1 (stereo partly specified)	-2%
COc1ccc2c(c1OC)C(Cc1ccccc1)N1CCc3cc4c(cc3C1C2)OCO4 (stereo unspecified)	?
CN(C)C(=O)c1ccc(-c2nc(Nc3ccncc3)c3ccccc3n2)cc1	-6%

As entered above:
Giardia FBPA inh result of `CC(=O)OCC1OC(c2cc(C)cc(C)c2)C=CC1OC(C)=O` (stereo unspecified) → -1%[12.9 µM]
Giardia FBPA inh result of `CCN1C[C@@]2(COC)CC[C@H](OC)[C@]34[C@@H]1[C@]1(OCO[C@@]15C[C@@H](OC)C1C[C@H]3[C@H]5[C@@H]1OC)[C@H](O)[C@@H]24` → 0%[21.7 µM]
Giardia FBPA inh result of `COc1cccc(Cn2c(=O)c(C)nc3cnc(N4CCNCC4)nc32)c1` → 1%

Part of the list above in order of molecular weight, lowest first:
SMILES	Giardia FBPA inh
Cc1cc(O)c(C)c(O)c1C(=O)O	-10%
O=C(Oc1ccccc1)N1CCC2(CCCN(c3ncccn3)C2)CC1	-7%
O=c1[nH]c(=O)c2nc(Br)n(C3OC(CO)C(O)C3O)c2[nH]1 (stereo unspecified)	-5%

Looked up one by one from above, 6 records:
SMILES	Giardia FBPA inh
N#CCCn1c(=O)c(-c2ccccc2)nc2cnc(N3CCNCC3)nc21	0%
Cc1cc(O)c(C)c(O)c1C(=O)O	-10%
O=C1O/C(=C/Br)CCC1c1cccc2ccccc12 (stereo unspecified)	4%
CC(=O)OCC1OC(c2cc(C)cc(C)c2)C=CC1OC(C)=O (stereo unspecified)	-1%[12.9 µM]
COc1ccc(NC(=O)N2CC[C@@]3(CCCN(C(=O)c4ccc(OC)cc4)C3)C2)cc1	-3%
O=C(Oc1ccccc1)N1CCC2(CCCN(c3ncccn3)C2)CC1	-7%

Remaining list, next part
SMILES	Giardia FBPA inh
CN(C)c1ccc(CNC(=O)[C@@]2(C)C=C[C@@H](Cc3ccccc3)N2C)cc1	-8%
CC(=O)[C@H](CC(C)C)NC(=O)[C@@H](CC(C)C)NC(=O)[C@H](CC(C)C)NC(=O)OCc1ccccc1	10%
CS(=O)(=O)N1CCC2(CCN(C(=O)Nc3cccc(F)c3)CC2)CC1	4%
COC(=O)C1=C(C(=O)OC)[C@@H]2N(Cc3ccccc3)c3ccccc3[C@@]23C[C@@H](C(=O)OC)N(S(=O)(=O)c2ccc(Br)cc2)C3=N1	0%[12.9 µM]
CCNc1ncc2ncc(=O)n(Cc3ccc(F)cc3)c2n1	-7%
CC(=O)OC1CC[C@]2(C)C(CC(OC(C)=O)[C@@]3(C)C4=CC(=O)OC(c5ccoc5)[C@]4(C)CCC23)C1(C)C (stereo partly specified)	-11%&0%&-3%
C[N+](C)(CCCCCC[N+](C)(C)CCCN1C(=O)c2ccccc2C1=O)CCCN1C(=O)c2ccccc2C1=O	2%
c1cnc2c(-c3nccc4c3[nH]c3ccccc34)cccc2c1	1%
CC(C)c1c(O)ccc2c1CCC1[C@@](C)(CO)CCC[C@@]21C (stereo partly specified)	7%
CN(C)c1ncc2nc(-c3cccs3)c(=O)n(C3CC3)c2n1	-11%
COc1cccc([C@@H]2Oc3ccc(OC)cc3/C(=N/O[C@@H](C)c3cn([C@H]4COC[C@H]4O)nn3)[C@@H]2O)c1	1%[12.9 µM]
CC[C@H](C)C(=O)O[C@@H]1[C@H](O)[C@@H]2[C@H](CN3C[C@@H](C)CC[C@@H]3[C@@]2(C)O)[C@@H]2C[C@@]34O[C@@]5(O)[C@@H](OC(=O)[C@](C)(O)CC)CC[C@@]3(C)[C@H]5[C@H](OC(C)=O)[C@@H](OC(C)=O)[C@H]4[C@]12O	1%[21.7 µM]
COC(=O)C1=C(C)N(Cc2ccccc2)C(=O)N[C@H]1CCc1ccccc1	1%[12.9 µM]
O=C(c1csnn1)N1CCC[C@@]2(CCN(Cc3nccs3)C2)C1	6%
COc1ccc(CNc2cc(-c3ccoc3)ncn2)c(OC)c1	-10%
COc1ccc(OC[C@@H](CO)OC)cc1	-1%[12.9 µM]
O=[N+]([O-])O[C@H]1CO[C@H]2[C@H]1OC[C@@H]2O[N+](=O)[O-]	0%[21.7 µM]
N[C@@H](CCCP(=O)(O)O)C(=O)O	7%
CC(C)CN1CC2(CCN(C(=O)c3ccncc3)CC2)C1	-2%
CCCn1c(C)nc2c(N(CCN(C)C)Cc3ccccc3)nc(C)nc21	4%

The list goes on; it opens with the 2 that closed the last part.
SMILES	Giardia FBPA inh
CC(C)CN1CC2(CCN(C(=O)c3ccncc3)CC2)C1	-2%
CCCn1c(C)nc2c(N(CCN(C)C)Cc3ccccc3)nc(C)nc21	4%
COc1cccc(-c2cc(=O)c3cc(O)ccc3o2)c1	0%
CN1CCN(c2ncc3nc(-c4ccccc4)c(=O)n(CCc4ccccc4)c3n2)CC1	6%
C=CCc1cc(OC)c2c(c1OC)OCO2	1%
CCCNC(=O)OC[C@@H]1O[C@H](CCO/N=C\C[C@H]2C=C[C@H](OC(C)=O)[C@@H](COC(C)=O)O2)C=C[C@@H]1Oc1ccc(OC)cc1	1%[12.9 µM]
O=C(NS(=O)(=O)c1ccc(F)cc1)O[C@@H]1C(=O)c2cc(Br)ccc2O[C@H]1c1ccc2c(c1)OCO2	-1%
CC(C)[C@@H](CC(=O)N[C@@H]1CCCC[C@H]1C(=O)N[C@H](CC(=O)N[C@@H](CCC(=O)O)CC(=O)O)Cc1c[nH]c2ccccc12)NC(=O)C[C@H](CO)NC(=O)[C@@H]1CNCC[C@H]1N	-21%
COc1ccccc1-c1nccc(NCc2cccnc2)n1	-1%
CC(=O)NCCc1c(Cc2ccccc2)[nH]c2ccccc12	-13%
c1ccc(N2CCC3(CCNCC3)CC2)nc1	-6%
N#Cc1cccc(-c2ccc3ncnc(NCc4cccs4)c3c2)c1	-4%
CCCC/C=C/C(NC(=O)c1ccco1)c1ccccc1 (stereo unspecified)	7%
C[C@]12C=CC(=O)C=C1CCC1C2C(=O)C[C@]2(C)C1CC[C@]2(O)C(=O)CO (stereo partly specified)	5%
COc1cccc(Cn2c(=O)c(CCc3ccccc3)nc3cncnc32)c1	-6%
O=C(c1cnccn1)N1CCC2(CC1)CCN(c1ccncc1)CC2	-1%
CCCC[C@@H]1C[C@H]1C(NC(=O)c1cccnc1)c1ccc(Cl)cc1 (stereo partly specified)	-3%
O=C(c1cc(C(F)(F)F)cc(C(F)(F)F)c1)N1CCC[C@@]2(CCN(c3ccccc3)C2)C1	0%
CCC/C=C(\CCC)C(NS(=O)(=O)c1ccc(C(F)(F)F)cc1)c1ccc(C(=O)OC)cc1 (stereo unspecified)	-15%
COC(=O)C12CC3=C[C@H](CC3=O)Cc3ccccc3[C@@H]1CNC2=O (stereo partly specified)	2%&1%
COc1cccc(-c2nc(NCCN3CCOCC3)c3ccccc3n2)c1	-10%
COCCn1c(=O)c(-c2ccccc2)nc2cnc(Nc3ccccc3)nc21	0%
N#Cc1ccc(CN2CCC3(CC2)CCN(C(=O)c2csnn2)CC3)cc1	-5%
Brc1c(Br)c(Br)c2n[nH]nc2c1Br	11%&15%
CO[C@@H]1COC(=O)[C@H](C)NC(=O)C/C=C\[C@@H](C)[C@@H](NS(=O)(=O)c2ccc(C)cc2)COC(=O)C/C=C\[C@@H]1C	5%[12.9 µM]
COC(=O)CCC(=O)OC1(C)C(=O)C2=CN(Cc3ccc(OC)cc3)C(c3ccc(OC)cc3)=CC2=C(Br)C1=O (stereo unspecified)	?
CC(C)Oc1ccc2c(=O)c3cc(C(=O)O)ccc3oc2c1	15%
CCCCC/C=C\C/C=C\C/C=C\CCCCC(=O)NCCCC(=O)O	7%
CC1C(=O)OC2C(O)C34C5CC(C(C)(C)C)C36C(OC(=O)C6O)OC4(C(=O)O5)C12O (stereo unspecified)	9%
Cc1cccc(CNc2cc(-c3ccccc3Cl)ncn2)c1	-2%
CN1CCN(c2ncc3nc(-c4ccccc4)c(=O)n(CCC#N)c3n2)CC1	-2%
COC(=O)c1cccc(C23CC4(C2)[C@H](CN(C)[C@@H]4c2ccccc2)C3c2ccc(Cl)nc2)c1 (stereo partly specified)	0%
COc1ccc(-c2nc3cnc(OC)nc3n(C[C@H]3CCCO3)c2=O)cc1	-23%
COC(=O)[C@@H]1C[C@@]2(O)[C@H](O)[C@H](O)[C@H](O)C[C@H]2N1Cc1ccc(N2CCN(C)CC2)cc1	?
C=CCOC(=O)C1(C(NC(=O)OC)c2ccccc2)C(=O)Cc2ccccc21 (stereo unspecified)	-2%
COC(=O)[C@@]1(Cc2ccc(F)cc2)[C@H]2c3cc(C(=O)N4CCCC4)n(Cc4cc(F)cc5c4OCOC5)c3C[C@H]2CN1C(=O)c1ccccc1	-5%
FC(F)(F)c1ccccc1-c1nc(N2CCOCC2)c2ccccc2n1	-5%
COc1ccc(OC)c(-c2ccccc2/C=N/NS(=O)(=O)c2ccc(C)cc2)c1	0%[12.9 µM]
C[C@H](NC(=O)N1CCc2nc(-c3ccccc3)c3c(c2C1)CO[C@@H](C)C3)c1ccccc1	5%[12.9 µM]
COc1cccc(C2NC(C(=O)O)CCC2C)c1 (stereo unspecified)	-4%[12.9 µM]
O=C(Nc1ccc2ccccc2c1)[C@H]1C[C@@H]1[C@H](NP(=O)(c1ccccc1)c1ccccc1)c1ccccc1	-11%
CC1(OC(=O)CCc2ccccc2)C(=O)C=C2C=C(C3CC3)OC=C2C1=O (stereo unspecified)	-10%

Assay outcomes: PubChem, National Center for Advancing Translational Sciences (NCATS)
